Screening results: PubChem BioAssay, National Center for Advancing Translational Sciences (NCATS)
D1 agonist: human D1 receptor agonism. HEK293 T-REx D1 cells, calcium flux, agonist mode. activation, % at 2 µM. hit rate 1% among 360,000; in the data active means activation above about 30%; further: 0% is about no effect
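Inducible HEK293 T-REx D1 cells, force-coupled to calcium signalling, were plated at 4000 cells/well with tetracycline and held overnight at 30 C. After no-wash calcium dye loading, compound-evoked calcium rise over 180 s flagged agonists.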
D1 antag: human D1 dopamine receptor antagonism; P21728; HEK293 TREx D1 cells, calcium flux, dopamine EC80; active compounds read low; activity change, negative = inhibition, % at 10 µM; hit rate 3.2% among 360,000; in the data active means activity change below about -30%; further: on the % scale 0 is the no-effect control and ±100 the full control effect
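Tetracycline-induced HEK293 T-REx cells with force-coupled D1 receptor were loaded with a no-wash calcium dye. Compound was added after a 10 s baseline and read kinetically for 180 s; EC80 dopamine was then added and calcium flux followed another 180 s.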
D1 PAM: human D1 dopamine receptor positive modulation | P21728 | HEK293 TREx D1 cells, calcium flux, dopamine EC20 potentiation | potentiation, % at 10 µM | hit rate 0.036% among 360,000; in the data active means potentiation above about 30%; further: 0% is about no effect
D2 agonist: activates the human D2 dopamine receptor; P14416; HEK293 T-REx D2 cells, calcium flux agonist mode; activation, % at 2 µM; hit rate 0.53% among 340,000; AID 485358;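 active means activation over 3 SD above normal in the single-dose calcium agonist read, cut at about 30% in these data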; further: 0% is about no effect
Target sequence (P14416 whole entry, looked up): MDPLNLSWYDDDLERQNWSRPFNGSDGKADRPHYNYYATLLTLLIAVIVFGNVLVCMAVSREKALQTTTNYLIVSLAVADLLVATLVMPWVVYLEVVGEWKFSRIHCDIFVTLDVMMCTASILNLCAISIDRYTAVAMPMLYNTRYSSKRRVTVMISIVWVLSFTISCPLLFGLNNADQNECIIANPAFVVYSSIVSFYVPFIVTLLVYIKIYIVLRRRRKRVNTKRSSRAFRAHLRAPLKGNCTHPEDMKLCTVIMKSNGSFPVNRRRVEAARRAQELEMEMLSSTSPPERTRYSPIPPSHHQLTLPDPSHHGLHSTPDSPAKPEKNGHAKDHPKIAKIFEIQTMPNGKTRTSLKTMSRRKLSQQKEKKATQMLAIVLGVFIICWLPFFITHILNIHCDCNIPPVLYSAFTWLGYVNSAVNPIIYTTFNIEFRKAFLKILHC
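Agonism is scored from calcium flux in a force-coupled, inducible HEK293 cell line expressing D2, read kinetically for 180 s after compound addition against dopamine controls.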
RXFP1 antagonist: blocks the human relaxin receptor RXFP1. HEK293-RXFP1, relaxin-stimulated cAMP HTRF, 30 min; active compounds read low. activity change, negative = inhibition, % at 57.5 µM. hit rate 0.59% among 350,000. AID 1259400;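 active means activity change of -60% or lower, but not beyond a set lower limit; inconclusive means change between -60% and -40%, or beyond the set limit; inactive means change above -40%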; further: on the % scale 0 is the no-effect control and ±100 the full control effect
D2 antagonist: antagonizes the human D2 dopamine receptor; HEK293 TREx D2 cells, calcium flux, dopamine EC80; hit rate 2% among 340,000; P14416; inhibition, % at 10 µM; in the data active means inhibition above about 30%; further: 0% is about no effect
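Antagonism is scored as inhibition of an EC80 dopamine-evoked calcium signal in a force-coupled, tetracycline-inducible HEK293 T-REx D2 line, with compound present 180 s before agonist.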
RXFP1 agonist: RXFP1 (human) receptor agonism. Q9HBX9. HEK293T-RXFP1 cAMP TR-FRET, 30 min; response scale: percent of porcine relaxin response, buffer zero. Potency, µM (top dose mostly 57.5 µM), for the others: top-dose activation, most hits filed as activators. hit rate 0.3% among 370,000; active means well fitted activation curve with a large enough effect; inconclusive means small, poorly fitted or top-dose-only effect; further: potency means the concentration at half of the fitted maximal effect; on the % scale 0 is the no-effect control and ±100 the full control effect; nearly all actives have a fitted effect of over 60% in size; many of its hits are not listed in these tables
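Agonist response is measured as cAMP accumulation in an RXFP1-transfected HEK293T line under PDE4 inhibition. Values are scaled between buffer-only and 29 nM porcine relaxin, and EC50s come from standard Hill equation fits.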
D2 potentiator: positively modulates the human D2 dopamine receptor allosterically. hit rate 0.34% among 340,000. HEK293 T-REx D2, calcium flux, EC20 dopamine potentiation. potentiation, % at 10 µM. P14416. AID 485347;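 active means potentiation over 3 SD above the plate norm, cut at about 30% in these data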; further: 0% is about no effect
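Primary screen. Calcium kinetics in induced HEK293 T-REx D2 cells: compound pre-addition 180 s, EC20 dopamine, 180 s more.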
TRHR PAM: TRH receptor (human) allosteric enhancement; TRHR cells, fluo-8 calcium fluorescence, EC20 TRH enhancement; P34981; enhancement, % at 2 µM; hit rate 0.66% among 360,000; in the data active means enhancement above about 30%; further: 0% is about no effect
Target sequence (P34981 whole entry, looked up): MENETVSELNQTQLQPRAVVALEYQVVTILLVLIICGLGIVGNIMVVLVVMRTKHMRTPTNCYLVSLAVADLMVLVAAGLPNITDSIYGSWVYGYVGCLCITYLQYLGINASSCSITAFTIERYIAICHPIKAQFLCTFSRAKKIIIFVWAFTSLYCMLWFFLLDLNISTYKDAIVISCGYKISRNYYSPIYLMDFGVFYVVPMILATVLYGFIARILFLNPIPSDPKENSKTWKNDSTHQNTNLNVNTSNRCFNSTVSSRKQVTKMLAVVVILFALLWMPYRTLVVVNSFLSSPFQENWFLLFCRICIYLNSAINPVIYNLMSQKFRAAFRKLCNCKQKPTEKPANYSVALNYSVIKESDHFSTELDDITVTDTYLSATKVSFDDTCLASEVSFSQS
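TRHR-expressing cells loaded with fluo-8 calcium dye were read kinetically (ex 480/em 530) during compound addition, then stimulated with an EC20 of TRH (10 nM final). Enhancement of the Gq-mediated intracellular calcium response was scored.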
Numbers without * were called inactive; u = inconclusive; x = not tested or not shown; & = joins results of further samples. Not all compounds are listed; rates above refer to the full screens.

SMILES | D1 agonist | D1 antag | D1 PAM | D2 agonist | RXFP1 antagonist | D2 antagonist | RXFP1 agonist | D2 potentiator | TRHR PAM
O=C1CC(NN2CCCCC2)C(=O)N1c1ccccc1 (stereo not drawn) | 3 | -5 | 4 | 0.7 | -2 | 3 | -1.8% | -11 | -3
O=C(Oc1ccc(Br)cc1)c1n[nH]c(=O)c2ccccc12 | 2 | -8 | -2 | 2.0 | 0 | -17 | 8.0% | 15 | -19
Cc1noc(C)c1C(=O)NC1=NCCS1 | 3 | 12 | 0 | -0.9 | 8 | -15 | 0.1% | 5 | 3
O=C(CCn1cnnn1)N1CCCC(Nc2ccc(F)cc2)C1 (stereo not drawn) | 11 | -35* | -4 | 0.5 | -7 | 11 | 3.0% | -2 | -1
CC(NS(=O)(=O)c1ccc(N)cc1)C1CC2CCC1C2 (stereo not drawn) | 6 | -8 | -6 | -0.3 | 2 | -17 | 1.8% | 17 | 21
Cc1ccc(C(CC(=O)NCCCN(C)C)c2ccc(OC(C)C)cc2)cc1 (stereo not drawn) | 5 | 12 | -3 | 1.7 | -21 | -2 | 2.0% | -5 | 1
Cc1ccccc1-c1nc(CS(=O)(=O)CC(=O)NCCCN2CC(C)CC(C)C2)c(C)o1 (stereo not drawn) | 5 | -9 | -10 | -0.6 | 7 | -11 | 0.3% | -7 | 0
COc1ccc(CNC(=O)[C@@H]2CCCN2C(=O)[C@@H]2Cc3ccccc3CN2C(=O)OC(C)(C)C)cc1 | 1 | 6 | 2 | 0.2 | 3 | 1 | -0.3% | 13 | 2
CC(C)c1ccc(NS(=O)(=O)c2cc(Br)cc3c2N(C(=O)C2CC2)CC3)cc1 | 0 | -3 | 0 | 0.3 | x | x | -0.4% | 22 | -6
COc1ccc(C(C#N)c2nc3ccccc3nc2Cl)cc1 (stereo not drawn) | 0 | -10 | -4 | -0.1 | -9 | 14 | 3.3% | -5 | -5
COc1ccc(NC(=O)CSc2c3c(nc4cc(Cl)ccc24)CCCC3)cc1OC | 1 | 13 | 1 | 1.4 | x | -14 | 2.2% | 6 | -1
COc1ccc(Cc2nc3ccccc3[nH]c2=O)cc1 | 8&1 | -9&-8 | 0 | 2.9&-0.3 | 2&-10 | -6 | 1.5%&0.1% | 7&18 | -5&-2
COc1ccc(Cl)cc1S(=O)(=O)N1CCN(Cc2ccc3c(c2)OCO3)CC1 | 3 | 0 | -4 | -0.1 | -2 | -1 | 3.7% | -7 | -5
O=C1N(Cc2ccccc2)c2ccc(Cl)cc2C12OCCO2 | -3 | 25 | 0 | -2.9 | -4 | -9 | -0.7% | 11 | 4
Cc1ccc(NC(=O)Cn2c(=O)n(-c3ccccc3)c(=O)c3ccc(C(=O)NCc4ccc5c(c4)OCO5)cc32)c(C)c1 | 13 | -9 | -1 | 1.3 | x | x | 13% | 20 | -7
O=C(Cn1cccc1)Nc1ccc(F)cc1F | 1 | 6 | 8 | -1.2 | -3 | -19 | -0.4% | -8 | 10
Cc1nnc(SCC(=O)N2CCc3ccccc32)s1 | 2 | -4 | -5 | 0.9 | 12 | -18 | -0.1% | 10 | -1
O=C(Nc1ccccn1)C1CCN(S(=O)(=O)c2cccs2)CC1 | 4 | 35 | -8 | 0.4 | 7 | 3 | 0.3% | 11 | -2
O=C(NCc1ccccn1)Nc1cccc(F)c1 | 3 | 7 | -3 | 0.5 | -5 | -27 | -1.4% | 5 | -5
COc1ccc(CNc2ccccc2)cc1Br | -2 | 34 | 7 | 1.0 | -27 | -23 | -0.5% | 2 | -1
COc1ccccc1C1C(C(=O)Nc2ccccc2)=C(C)Nc2nc(-c3ccccc3)nn21 (stereo not drawn) | -2 | -7 | -1 | -2.1 | x | x | -0.2% | 9 | -1
Cc1cc(=O)[nH]c2nnc(SCc3ccccc3F)n12 | 0 | x | -1 | -2.4 | -9 | x | 0.3% | 3 | -5
CC(C)N(C(=O)COC(=O)c1ccc(Cl)s1)c1ccccc1 | 5 | 9 | x | 0.4 | 9 | -4 | -1.3% | -10 | -2
Cc1ccc(C(=O)Nc2ccc(N3CCN(S(C)(=O)=O)CC3)cc2)cc1C | 3 | 14 | 6 | 0.7 | 4 | -14 | 3.0% | -10 | -4
Cc1cc(C)n(CCC(=O)N/N=C/c2ccc(Cl)c([N+](=O)[O-])c2)n1 | 1 | -23 | -7 | -0.6 | 3 | -13 | 1.4% | 5 | -6

Next part; the last five above are carried over.
SMILES | D1 agonist | D1 antag | D1 PAM | D2 agonist | RXFP1 antagonist | D2 antagonist | RXFP1 agonist | D2 potentiator | TRHR PAM
COc1ccccc1C1C(C(=O)Nc2ccccc2)=C(C)Nc2nc(-c3ccccc3)nn21 (stereo not drawn) | -2 | -7 | -1 | -2.1 | x | x | -0.2% | 9 | -1
Cc1cc(=O)[nH]c2nnc(SCc3ccccc3F)n12 | 0 | x | -1 | -2.4 | -9 | x | 0.3% | 3 | -5
CC(C)N(C(=O)COC(=O)c1ccc(Cl)s1)c1ccccc1 | 5 | 9 | x | 0.4 | 9 | -4 | -1.3% | -10 | -2
Cc1ccc(C(=O)Nc2ccc(N3CCN(S(C)(=O)=O)CC3)cc2)cc1C | 3 | 14 | 6 | 0.7 | 4 | -14 | 3.0% | -10 | -4
Cc1cc(C)n(CCC(=O)N/N=C/c2ccc(Cl)c([N+](=O)[O-])c2)n1 | 1 | -23 | -7 | -0.6 | 3 | -13 | 1.4% | 5 | -6
CN(C)c1cc(-c2ccc(Cl)c(Cl)c2)oc(=O)c1Cl | 3 | -19 | -8 | 0.0 | -5 | 2 | 0.0% | -7 | 2
CCC(CC)C(=O)N1CC(=O)Nc2ccc(C)cc2C1c1ccccc1 (stereo not drawn) | 7 | 18 | 1 | -0.3 | 6 | 0 | -1.9% | 5 | -4
COc1ccc(N2CCN(c3nc4c(c(=O)n(C)c(=O)n4C)n3Cc3ccccc3)CC2)cc1 | 1 | 3 | -3 | -0.7 | -9 | 10 | 1.3% | 0 | 1
O=C(Nc1ccccc1)c1ccc(Br)c(S(=O)(=O)N2CCCCC2)c1 | 13 | -12 | -4 | -1.4 | -36 | x | 2.0% | -9 | -3
Cc1ccc(NC(=O)C(Nc2ccccc2)c2ccccc2)cc1 (stereo not drawn) | 2 | 10 | -3 | -0.2 | 15 | -4 | -0.4% | -3 | -6
O=c1c2ccccc2[nH]c(=S)n1CCCN1CCN(c2ccccc2F)CC1 | 4 | -75* | -32 | 71* | -37 | 81* | 2.3% | -29 | 7
O=[N+]([O-])c1ccc(C2=NN(CCO)C(=Nc3ccc(OC(F)(F)F)cc3)SC2)cc1 | 1 | -14 | -2 | 0.2 | u | -11 | 2.2% | -5 | 0
CCCCNCCOCCOc1ccc(C)cc1Br | 18 | -3 | -8 | 0.5 | -23 | 26 | -2.6% | -19 | 21
COc1cc(NC(=O)CCN2CCN(c3ccccc3)CC2)cc(OC)c1 | 3 | 2 | -3 | x | x | x | 1.8% | -31 | -1
CC1CCCN(C(=O)C2CCN(CCCc3ccccc3)CC2)C1 (stereo not drawn) | 11 | -19 | -6 | 0.0 | -11 | -6 | -0.3% | -1 | -5
COc1ccc(NC(=O)c2ccco2)cc1NC(=O)c1cc(Cl)ccc1OC | -1 | 4 | -4 | -0.1 | -9 | x | -0.3% | -8 | 7
O=C(NCc1ccncc1)Nc1cc(Cl)ccc1Cl | 1 | -5 | -5 | 0.3 | 1 | -19 | -2.1% | -22 | 1
CS(=O)(=O)Nc1ccc(C(=O)Nc2ccc(S(=O)(=O)Nc3nccs3)cc2)cc1 | 2 | 6 | 6 | 0.3 | 7 | 12 | 0.4% | -5 | 0
Cc1ccc(C(CCN(Cc2ccccc2)C(=O)c2ccco2)c2ccco2)cc1 (stereo not drawn) | 2 | -8 | -6 | 0.3 | -21 | 21 | 0.3% | -2 | -4
COc1ccc(C2(N3CCN(c4cccc(C)c4C)CC3)C(=O)c3ccccc3C2=O)cc1 | 0 | 5 | 2 | 0.0 | 3 | x | 0.7% | 10 | 11
Cc1ccccc1Nc1nnc(-c2ccc(C)c(S(=O)(=O)N3CCCCC3)c2)c2ccccc12 | -2 | -15 | 0 | -2.6 | -13 | x | 0.0% | x | 5
O=C(NCc1cccnc1)C1c2ccccc2C(=O)N1C1CCCC1 (stereo not drawn) | 0 | 1 | 0 | -0.7 | x | 10 | 2.4% | 3 | 1
O=C(NC1CCCC1)C1CCN(S(=O)(=O)c2cccc3cccnc23)CC1 | -1 | 14 | 4 | -0.3 | 5 | 4 | 1.5% | -3 | 7
COCC(C)NC(=O)Cn1c(SCc2ccccc2)nc2ccccc21 (stereo not drawn) | 1 | 5 | -5 | -0.8 | 5 | 15 | -1.5% | 5 | -5
COc1ccc(N2C(=O)NC3CC2(C)Oc2ccc(Cl)cc23)cc1OC (stereo not drawn) | 7 | -18 | -2 | 1.4 | -10 | -1 | -0.1% | 3 | -2
Cc1cccc(C)c1NC(=O)COC(=O)Cc1ccsc1 | 3 | 10 | -6 | -0.2 | 7 | -5 | 0.5% | -3 | 0
Cc1ccc(S(=O)(=O)N2Cc3ccccc3CC2C(=O)Nc2ccc3c(c2)OCO3)cc1 (stereo not drawn) | 0 | x | -2 | -0.2 | -11 | -9 | -1.2% | -16 | 4
CCOc1ccc(Nc2ccc(C(=O)O)cc2[N+](=O)[O-])cc1 | 1 | 1 | 0 | -0.1 | -4 | -7 | 0.5% | 4 | 6
CC1CC(C)CN(S(=O)(=O)c2ccc(NC(=O)C3CC(=O)N(Cc4ccccc4)C3)cc2)C1 (stereo not drawn) | 4 | -8 | 2 | 0.6 | -4 | 0 | -2.0% | -4 | -2
CC(=O)c1ccc(NS(=O)(=O)c2ccc3c(c2)N(C(C)=O)CCO3)cc1 | -1 | -8 | -3 | -0.4 | 0 | 14 | 0.1% | -10 | -9
N#CC1=C(N)N(c2ccc(F)cc2)C(=O)C1 | 4 | -8 | -7 | 0.5 | 11 | 27 | -0.7% | -8 | 3
CCCS(=O)(=O)N1CCN(c2ccccn2)CC1 | 1 | -12 | -6 | x | -3 | x | 0.7% | x | 0
O=C(NCCc1ccc(Cl)cc1)C(=O)NCC(c1ccc2c(c1)OCO2)N1CCOCC1 (stereo not drawn) | 3 | -10 | 1 | -8.4 | -2 | x | 2.8% | 7 | -1
CCOC(=O)CSc1nc2ccc(NC(C)=O)cc2s1 | 0 | 1 | -2 | -1.8 | -18 | 14 | -1.5% | 0 | -6
CC1CCC(NC(=O)C2(C)Cc3ccccc3C(=O)N2Cc2ccccc2Cl)CC1 (stereo not drawn) | 2 | -22 | 1 | 0.3 | -7 | x | 13% | -2 | -5

Some of the entries so far, as tab-separated lines.
SMILES	D1 agonist	D1 antag	D1 PAM	D2 agonist	RXFP1 antagonist	D2 antagonist	RXFP1 agonist	D2 potentiator	TRHR PAM
COc1ccc(C2(N3CCN(c4cccc(C)c4C)CC3)C(=O)c3ccccc3C2=O)cc1	0	5	2	0.0	3	x	0.7%	10	11
CCOc1ccc(Nc2ccc(C(=O)O)cc2[N+](=O)[O-])cc1	1	1	0	-0.1	-4	-7	0.5%	4	6
